D1 PAM: Potentiators of Human D1 Dopamine Receptor: qHTS | D(1A) dopamine receptor (Homo sapiens), P21728 | HEK293 TREx D1 cells, calcium flux, dopamine EC20 potentiation | potentiation, % at 10 µM | 0.036% of 360,000 active | AID 504651, 2011; in the data active means potentiation above about 30%; further: 0% is about no effect
Target sequence (P21728 whole entry, looked up): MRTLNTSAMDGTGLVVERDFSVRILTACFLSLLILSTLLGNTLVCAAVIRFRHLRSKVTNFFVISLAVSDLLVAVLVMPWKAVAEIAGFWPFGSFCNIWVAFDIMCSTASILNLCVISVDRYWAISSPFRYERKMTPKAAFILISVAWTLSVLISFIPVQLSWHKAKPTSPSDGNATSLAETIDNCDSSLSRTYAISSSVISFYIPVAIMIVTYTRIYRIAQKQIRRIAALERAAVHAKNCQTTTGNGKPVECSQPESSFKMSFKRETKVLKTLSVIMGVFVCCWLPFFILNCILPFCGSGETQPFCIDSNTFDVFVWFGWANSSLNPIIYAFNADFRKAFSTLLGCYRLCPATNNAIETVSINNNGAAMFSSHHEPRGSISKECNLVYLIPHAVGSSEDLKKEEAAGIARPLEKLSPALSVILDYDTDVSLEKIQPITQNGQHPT
D2 antagonist: HTS Assay for Allosteric Antagonists of the Human D2 Dopamine Receptor: Primary Screen for Antagonists. HEK293 TREx D2 cells, calcium flux, dopamine EC80. inhibition, % at 10 µM. 2% of 340,000 active; in the data active means inhibition above about 30%; further: 0% is about no effect
Target sequence (P14416 whole entry, looked up): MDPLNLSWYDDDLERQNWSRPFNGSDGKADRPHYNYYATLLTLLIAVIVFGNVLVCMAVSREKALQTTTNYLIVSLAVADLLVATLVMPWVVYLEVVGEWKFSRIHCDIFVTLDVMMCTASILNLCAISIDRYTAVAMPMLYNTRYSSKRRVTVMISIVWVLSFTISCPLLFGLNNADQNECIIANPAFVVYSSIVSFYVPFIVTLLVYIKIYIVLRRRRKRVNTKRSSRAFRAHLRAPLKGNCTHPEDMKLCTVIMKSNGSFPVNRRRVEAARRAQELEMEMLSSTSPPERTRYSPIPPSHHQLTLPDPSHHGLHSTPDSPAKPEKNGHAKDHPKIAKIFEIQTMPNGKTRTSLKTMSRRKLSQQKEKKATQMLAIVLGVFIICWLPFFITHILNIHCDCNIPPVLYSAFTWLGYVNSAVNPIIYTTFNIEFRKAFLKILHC
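Calcium mobilization kinetics were recorded at 1 s intervals in tetracycline-induced HEK293 T-REx D2 cells, first for 180 s after compound addition and then 180 s after EC80 dopamine.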
D2 potentiator: HTS Assay for Positive Allosteric Modulators of the Human D2 Dopamine Receptor: Primary Screen for Potentiators; D(2) dopamine receptor (Homo sapiens), P14416; HEK293 T-REx D2, calcium flux, EC20 dopamine potentiation; potentiation, % at 10 µM; 0.34% of 340,000 active; AID 485347, 2010;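 active means potentiation over 3 SD above the plate norm, cut at about 30% in these data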; further: 0% is about no effect
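Tetracycline-induced HEK293 T-REx cells force-coupled to calcium signalling expressed D2; compounds were pin-added after a 10 s baseline, read kinetically 180 s, then an EC20 dopamine challenge followed with a further 180 s calcium read.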
TRHR enhancer: qHTS for Small Molecule Agonists and Allosteric Enhancers of Human TRH Receptor: Primary Screen for Enhancers. enhancement, % at 2 µM. 0.66% of 360,000 active. TRHR cells, fluo-8 calcium fluorescence, EC20 TRH enhancement. Thyrotropin-releasing hormone receptor (Homo sapiens), P34981; in the data active means enhancement above about 30%; further: 0% is about no effect
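TRHR-expressing cells loaded with fluo-8 calcium dye were read kinetically (ex 480/em 530) during compound addition, then stimulated with an EC20 of TRH (10 nM final). Enhancement of the Gq-mediated intracellular calcium response was scored.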
TRHR ag: qHTS for Small Molecule Agonists and Allosteric Enhancers of Human TRH Receptor: Primary Screen for Agonists. Thyrotropin-releasing hormone receptor (Homo sapiens), P34981. TRHR cells, calcium flux fluo-8, FDSS agonist mode. activation, % at 2 µM. 0.18% of 360,000 active. AID 493084, 2011; further: 0% is about no effect
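In this calcium-flux screen, cells bearing human TRHR are dye-loaded with fluo-8, baselined for 10 cycles, then exposed to library compounds; positive kinetic calcium responses during the agonist phase mark hits, with TRH as control.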
D1 antag: Antagonist of Human D 1 Dopamine Receptor: qHTS; D(1A) dopamine receptor (Homo sapiens), P21728; HEK293 TREx D1 cells, calcium flux, dopamine EC80; stronger effect = lower value; activity change, negative = inhibition, % at 10 µM; 3.2% of 360,000 active; AID 504652, 2011; in the data active means activity change below about -30%; further: on the % scale 0 is the no-effect control and ±100 the full control effect
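Tetracycline-induced HEK293 Trex D1 cells, force-coupled to calcium, dye-loaded; compounds added and read 180 s, then EC80 dopamine added and calcium flux tracked kinetically another 180 s.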
RXFP1 antag: qHTS Assay for Antagonists of the Relaxin Receptor RXFP1 | 0.59% of 350,000 active | Relaxin receptor 1 (Homo sapiens), Q9HBX9 | HEK293-RXFP1, relaxin-stimulated cAMP HTRF, 30 min; stronger effect = lower value | activity change, negative = inhibition, % at 57.5 µM | AID 1259400, 2018;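 active means activity change of -60% or lower, but not beyond a set lower limit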; further: on the % scale 0 is the no-effect control and ±100 the full control effect
D1 ag: Allosteric Agonists of the Human D1 Dopamine Receptor: qHTS; activation, % at 2 µM; D(1A) dopamine receptor (Homo sapiens), P21728; HEK293 T-REx D1 cells, calcium flux, agonist mode; 1% of 360,000 active; further: 0% is about no effect
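Tetracycline-induced HEK293 TREx D1 cells, force-coupled to calcium signalling, were dye-loaded with a no-wash calcium kit. Compound was pin-added after a 10 s baseline. Fluorescence was read kinetically at 1 cycle/s for 180 s, with calcium rises flagged as agonism.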
D2 agonist: HTS Assay for Allosteric Agonists of the Human D2 Dopamine Receptor: Primary Screen for Agonists; HEK293 T-REx D2 cells, calcium flux agonist mode; activation, % at 2 µM; 0.53% of 340,000 active; AID 485358, 2010;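 active means activation over 3 SD above normal in the single-dose calcium agonist read, cut at about 30% in these data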; further: 0% is about no effect
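Tetracycline-induced HEK293 T-REx cells with force-coupled D2 receptor, plated overnight at 30 C, loaded with no-wash calcium dye. After a 10 s baseline, compound was pin-added and calcium flux read kinetically for 180 s; calcium rises flagged agonists.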
An asterisk follows results filed as active; . = no result given; & = joins results of further samples. Unless noted, no stated cut-off is given here; in the data, active means activation above about 30%; inactive means the rest.

SMILES	D1 PAM	D2 antagonist	D2 potentiator	TRHR enhancer	TRHR ag	D1 antag	RXFP1 antag	D1 ag	D2 agonist
CC(C)=CCOc1ccc2ccc(=O)oc2c1	1.0	-13.9	0.6	-6.3	-0.3	11.2	.	-3.6	1.3
O=c1cc(N2CCN(c3ccc(F)cc3)CC2)[nH]c(=O)n1-c1ccc(Br)cc1	-0.9	.	-5.9	-1.3	-0.3	-40.3*	-8.7	0.7	-1.7
Cc1ccc(-n2nc(C(=O)Nc3ccc(Br)cc3C)c(=O)n(C)c2=O)cc1	-1.3	.	-3.4	4.1	0.4	8.2	6.6	1.9	0.9
Cc1cccc(NC(=O)C2CCN(C(=O)c3ccccc3C)CC2)n1	-4.0	-4.1	-3.7	-2.6	1.4	-4.5	-0.7	1.4	0.3
Cc1cccc(C(=O)N2CCCC(Nc3ccc(C(C)C)cc3)C2)n1 (stereo not drawn)	-4.0	-8.4	2.9	-5.6	-0.6	-4.9	9.4	0.6	-1.0
CC(=O)C1=C(O)C(=O)N(c2ccc(Br)cn2)C1c1ccccc1[N+](=O)[O-] (stereo not drawn)	-0.8	31.2*	0.8	-1.4	0.5	-4.1	-20.4	2.3	0.8
CCOc1ccc(S(=O)(=O)NCc2ccc3c(c2)OCO3)cc1NC(C)=O	-4.2	-5.3	10.8	0.2	0.0	11.7	-3.0	3.4	0.2
O=C(NCc1ccccc1)c1onc(CSc2ccccn2)c1C(=O)NCc1ccccc1	-6.2	5.7	-4.4	-0.1	0.8	-12.0	.	9.7	0.5
COc1ccccc1C(=O)NCCC(=O)NCC(c1ccccc1)N(C)C (stereo not drawn)	-11.1	-12.3	0.3	-2.2	1.1	-4.6	3.0	1.5	-0.1
Clc1cccc2sc(N3CCN(c4ccccc4)CC3)nc12	1.0	.	.	2.8	0.7	3.9	-10.4	0.9	.
COc1ccc(C(=O)c2cnc3ccccc3c2-c2ccccc2)cc1	-7.5	13.5	26.0	-1.8	1.0	-23.8	-20.6	3.1	-0.3
N#Cc1c(NC(=S)NC(=O)c2ccccc2)sc2c1CCCC2	0.6	-9.0	4.6	-2.2	0.2	17.7	-6.2	2.0	0.7
COc1cccc(NC(=O)c2sc(Cl)nc2C)c1	3.2	6.9	0.0	23.7	0.0	13.4	2.7	0.6	0.4
O=S(=O)(NCC(c1ccco1)N1CCN(c2ccc(F)cc2)CC1)c1ccccc1 (stereo not drawn)	-2.6	.	-14.9	-10.4	-0.5	.	-19.3	-3.0	-0.5
CC(OC(=O)C1CC(=O)N(Cc2ccco2)C1)C(=O)Nc1ccccc1[N+](=O)[O-] (stereo not drawn)	.	8.8	-4.6	0.6	-0.2	7.0	-3.3	3.5	-1.9
Cn1c(=O)c2c(nc(CN3CCN(CCO)CC3)n2Cc2ccccc2Cl)n(C)c1=O	-3.6	-2.6	-7.0	-1.2	0.4	0.9	-4.9	4.2	27.0
O=C(c1ccccc1F)N1CCN(Cc2ccc3c(c2)OCO3)CC1	-7.7	-15.5	-2.9	-1.7	-0.1	-4.4	3.6	1.5	0.5
COc1ccc(/C=C/C(=O)c2ccc3ccccc3c2O)cc1CN1CCOCC1	11.4	15.9	-11.7	-4.7	-0.5	12.1	-8.2	1.9	-0.3
CC1CN(C(=O)c2ccccc2Sc2ccccc2C#N)CC(C)O1 (stereo not drawn)	-4.5	.	.	-1.9	-0.4	0.3	-5.0	0.8	.
Cc1ccc2oc(C(=O)Nc3c(C(=O)Nc4ccccc4)oc4ccccc34)cc(=O)c2c1	16.8	.	-1.3	-3.0	0.5	-7.4	-3.9	0.9	.
CCOC(=O)N1CCN(C(=O)CN(C)S(=O)(=O)c2ccc3c(c2)C(C)(C)C(=O)N3C)CC1	10.3	-13.6	6.0	6.1	-0.5	1.9	2.1	2.2	-0.6
COc1ccc2cc3c(N)nn(C(=O)c4ccc(F)cc4)c3nc2c1	-8.7	6.0	0.4	5.8	1.2	-21.3	8.5	5.7	-0.2
Cc1nc(-n2ncc(C#N)c2N)c2c3c(sc2n1)CCC3	10.4	.	-2.4	-2.8	0.0	4.8	11.5	2.2	.
COc1ccc(N=Cc2ccc(CNS(=O)(=O)c3ccc(Cl)cc3)o2)cc1	4.2	-13.8	-8.0	5.3	-0.4	-14.5	.	0.1	-0.1
O=C(Nc1c2c(nn1-c1ccccc1)CS(=O)(=O)C2)C1CCCC1	-0.5	12.2	16.8	1.4	0.7	9.7	-7.7	2.4	0.0
CCOc1ccc(-c2nn3c(-c4ccccc4)nnc3s2)cc1	-1.1	.	-3.2	3.7	0.6	18.3	-9.2	0.7	0.4
CNC(=O)c1ccsc1NC(=O)C1CCN(S(=O)(=O)c2cccs2)CC1	2.4	1.0	1.1	-2.4	0.1	7.3	-39.1	5.6	0.5
COc1ccccc1Nc1nc(NCCCN(C)C)nc(N)c1[N+](=O)[O-]	-3.4	-8.1	6.4	-1.0	0.3	2.2	-10.7	2.4	0.7
COc1cc([N+](=O)[O-])cc(/C=N/N(CCC#N)C(C)=O)c1O	15.8	-3.9	1.8	-3.6	0.1	5.0	-3.7	1.4	0.2
COc1cc(NC(=O)Cn2nc(C(F)(F)F)c3c2CCCC3)cc(OC)c1OC	-4.2&-3.6	-6.7	5.0&-9.9	-4.0&-4.3	0.1&0.2	-14.1&-3.6	-25.5	11.6&5.3	-1.4&-0.6
O=C(COc1ccc(Cl)cc1Cl)N/N=C/CCc1ccccc1	-6.6	1.2	3.4	4.5	1.0	27.2	-12.0	5.7	-0.5
Cc1cccc(C)c1NC(=O)COC(=O)c1ccc(N2CCCC2)c([N+](=O)[O-])c1	-2.6	5.0	-0.4	1.9	0.6	-11.3	0.7	2.9	0.7
COc1ccc(OC)c(-c2nc(C(N)=O)c3[nH]c(=O)n(-c4ccc(F)cc4)c3n2)c1	.	-2.3	1.5	6.3	-0.2	6.3	.	2.7	0.7
COc1ccccc1CNC(=O)CN(C)S(=O)(=O)c1ccc2c(c1)n(C)c(=O)c(=O)n2C	6.4	-9.0	2.2	3.4	0.0	6.7	-30.5	1.3	-0.5
COc1ccc(OCCC(=O)OCC(=O)NCc2ccco2)cc1	1.6	-13.4	9.0	7.6	-0.5	-3.0	-3.5	0.7	-1.2
CS(=O)(=O)c1ccc(Cl)c(NC(=O)CCCc2nc3ccccc3c(=O)[nH]2)c1	-15.8	5.5	8.4	4.4	0.6	-19.8	-10.1	3.3	0.7
CCOCc1nnc(NC(=O)C2CC(=O)N(CCc3ccc(F)cc3)C2)s1 (stereo not drawn)	-4.7	-9.0	.	2.4	0.2	5.9	-6.0	1.8	6.4
Cc1ccnc(NC(c2ccsc2)c2ccc3ccc(C)nc3c2O)c1 (stereo not drawn)	-7.8	-5.3	0.0	-1.0	1.0	-6.7	-8.9	2.4	1.9
CN1CCN(c2nc3ccccn3c(=O)c2/C=C(\C#N)S(=O)(=O)c2ccc(Cl)cc2)CC1	-1.2	.	.	-1.4	1.7	-9.4	3.3	14.1	.
COc1ccc(C(=O)CSc2nnn(-c3cccc(NC(C)=O)c3)n2)cc1	-2.0	-3.3	4.3	7.5	1.1	4.8	11.5	2.1	13.6
COc1ccc2c(c1)c(N1CCCC1=O)c(C(=O)Nc1ccc(Cl)cc1C)n2C	-1.9	.	4.3	-5.6	0.3	-4.8	.	3.6	-0.1
Cc1ccc(C(c2nnnn2CC2CCCO2)N2CCN(c3cccc(C)c3C)CC2)cc1 (stereo not drawn)	1.5	-25.1	-4.6	-8.7	-0.1	8.3	3.8	0.3	1.8
CCCCNC(=O)CCn1nc(-c2ccccc2)c2ccccc2c1=O	-1.1	-17.9	-3.5	-10.8	-0.9	6.0	2.5	0.4	-0.5
NS(=O)(=O)c1ccc(CCNC(=O)CSc2nc3ccsc3c(=O)n2C2CC2)cc1	-3.1	-7.4	-8.4	-1.4	1.9	-7.4	1.1	3.4	0.7
CC1=NN(C(=O)c2ccccc2C)C(O)(c2ccc(Cl)cc2)C1 (stereo not drawn)	0.4	11.3	11.7	4.6	-0.1	-2.4	-0.2	4.0	-0.4
O=C(O)CC1=C(c2ccc(F)cc2)CCC1=O	-4.3	5.9	12.5	1.3	0.0	-13.2	-6.4	2.9	1.0
CCOc1ccc(S(N)(=O)=O)cc1-c1nc2c(C(C)(C)C)nn(C)c2c(=O)[nH]1	-10.9	15.5	-6.5	-0.7	-0.4	-8.7	1.5	0.9	-0.2
CCCOCc1cc(CN2CCN(c3cccc(Cl)c3)CC2)c(O)c2ncccc12	-0.8	.	-14.9	-0.4	-2.4	-2.1	11.4	3.0	-0.7
O=C(COC(=O)c1c(Cl)cccc1Cl)NC1CCCCC1	-3.3	12.0	-9.4	-4.7	-0.1	0.9	-14.8	0.8	-0.5
Cc1cc(C(=O)OCC(=O)NNC(=O)c2cccs2)ccc1[N+](=O)[O-]	-2.2	-11.7	11.5	4.4	-0.1	-10.7	-13.0	3.8	0.5
C/C(N)=C(/C#N)C(=O)CSc1nn(-c2ccc(Cl)cc2)c(=S)s1	-5.2	-11.1	-0.2	5.7	-1.3	-2.0	-4.8	12.9	0.3
CCCn1c2ccccc2c2nnc(SCc3[nH]c(=O)[nH]c3C(=O)CCCCC(=O)OCC)nc21	-10.8	1.0	-2.6	3.9	0.1	3.9	-29.4	2.6	1.1
O=[N+]([O-])c1cc(-c2nnc(Nc3ccccc3)c3ccccc23)ccc1N1CCOCC1	-2.6	16.2	5.7	9.1	-0.3	-2.1	7.8	1.3	-0.9

Laid out differently: entries from further up
> CCCn1c2ccccc2c2nnc(SCc3[nH]c(=O)[nH]c3C(=O)CCCCC(=O)OCC)nc21
  D1 PAM: -10.8	D2 antagonist: 1.0	D2 potentiator: -2.6	TRHR enhancer: 3.9	TRHR ag: 0.1	D1 antag: 3.9	RXFP1 antag: -29.4	D1 ag: 2.6	D2 agonist: 1.1
> O=[N+]([O-])c1cc(-c2nnc(Nc3ccccc3)c3ccccc23)ccc1N1CCOCC1
  D1 PAM: -2.6	D2 antagonist: 16.2	D2 potentiator: 5.7	TRHR enhancer: 9.1	TRHR ag: -0.3	D1 antag: -2.1	RXFP1 antag: 7.8	D1 ag: 1.3	D2 agonist: -0.9

Screens: PubChem, National Center for Advancing Translational Sciences (NCATS)
